IMPase Li inh – IMPase inhibition in cells with lithium potentiation | CHO-M1 cells, IP1 TR-FRET (IP-One), carbachol + lithium | actives 0.35% (n = 210,000) | Potency, µM (doses to about 59.4 µM), inactives show at the highest dose activity, negative = IMPase inhibition, usual class: inhibitors | AID 1457;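 note: IP1 builds up when IMPase is blocked and the TR-FRET signal falls; plate controls were basal vehicle for no effect and high inhibitor control for full effect; nearly all actives have a fitted effect of over 50% in size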
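Readout is a homogeneous TR-FRET IP1 immunoassay (Ex 320, Em 665 and 620), where raised cytosolic IP1 lowers signal. Cells were CHO-M1 treated 30 min at 37C with test compounds plus a little lithium; AC50 values came from Hill-equation fitting.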
SMN2 splice enh – enhancers of SMN2 splice variant expression; HEK293 SMN2-luciferase splicing reporter, luminescence, 30-36 h; AID 1458; Potency, µM (top dose mostly 46.1 µM), for the others: at the top dose activity change, positive = activation, actives largely listed as activators; actives 2.8% (n = 210,000); note: % of control where 0% means no effect; nearly all actives have a fitted effect of over 55% in size
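HEK293 cells carry an SMN2 […]–luciferase reporter in which exon 7 inclusion puts luciferase in frame. Cells were plated 10-12 h before compound addition, then incubated 30-36 h at 37C. ONE-Glo luminescence was read; sodium butyrate at 4.5 mM final served as control.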
Epigenetic reg – epigenetic control regulation, reporter derepression | murine LDR cells, GFP reporter derepression, 30 h | Potency, µM (highest dose often 53.9 µM), inactives show at the top dose GFP activation, actives largely listed as activators | actives 0.2% (n = 280,000); note: % of control where 0% means no effect; nearly all actives have a fitted effect of over 60% in size
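Derepression of a silenced CMV-GFP reporter in murine LDR cells is scored by enumerating GFP-positive cells with a laser-scanning microplate cytometer after 30 hours of treatment at 37 C.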
Luc counter – counter-screen: inhibitors of Kinase-Glo firefly luciferase; Q27757; Kinase-Glo luciferase, ATP luminescence, 8 min; Potency, µM (series often up to 38.3 µM), inactives show at the highest dose activity change, negative = inhibition, actives largely listed as inhibitors; actives 0.28% (n = 200,000); note: % is set by controls: 0 for no effect and ±100 for the full control effect; nearly all actives have a fitted effect of over 60% in size
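Recombinant Kinase-Glo luciferase, 10 uM ATP (linear range), luciferin; imidazole pH 7.2 / KCl / MgCl2 / Tween / BSA buffer; 8 min RT; luminescence.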
RECQ1 helicase – inhibitors of human RECQ1 DNA helicase. P46063. RECQ1 DNA unwinding, red fluorescence kinetic read. Potency, µM (top dose mostly 57.3 µM), inactives show top-dose activity, negative = inhibition, usual class: inhibitors. actives 0.54% (n = 240,000);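 note: plate controls were vehicle for no effect and no enzyme for full effect; nearly all actives have a fitted effect of over 30% in size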
Target sequence (P46063 whole entry, looked up): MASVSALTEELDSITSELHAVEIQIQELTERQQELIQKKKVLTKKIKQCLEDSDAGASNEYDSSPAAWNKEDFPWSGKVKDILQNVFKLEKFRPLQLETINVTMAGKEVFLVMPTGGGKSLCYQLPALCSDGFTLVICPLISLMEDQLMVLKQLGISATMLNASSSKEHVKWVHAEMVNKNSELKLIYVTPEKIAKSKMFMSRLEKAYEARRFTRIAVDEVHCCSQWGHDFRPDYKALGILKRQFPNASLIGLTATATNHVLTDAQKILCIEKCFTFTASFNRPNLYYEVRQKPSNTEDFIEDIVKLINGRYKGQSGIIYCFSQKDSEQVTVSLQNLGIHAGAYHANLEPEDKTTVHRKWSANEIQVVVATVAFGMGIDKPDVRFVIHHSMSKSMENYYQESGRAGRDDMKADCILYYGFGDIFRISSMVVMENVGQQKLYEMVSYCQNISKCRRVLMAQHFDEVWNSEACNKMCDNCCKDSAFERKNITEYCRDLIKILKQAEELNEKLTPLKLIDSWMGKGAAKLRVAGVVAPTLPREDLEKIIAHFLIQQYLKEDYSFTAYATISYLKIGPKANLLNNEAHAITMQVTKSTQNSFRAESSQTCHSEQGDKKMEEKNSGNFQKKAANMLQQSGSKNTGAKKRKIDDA
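50 nM RECQ1T1 preincubated 15 min with compound in Tris pH 8.0 buffer with MgCl2, DTT, Tween-20 and 2.5 ug/ml poly(dI-dC); started with 200 nM TAMRA/BHQ-2 forked duplex and 2 mM ATP. Unwinding read as fluorescence (525/598 nm), two reads 2 h apart.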
KDM4E inh – inhibitors of human JMJD2E histone demethylase; actives 1.6% (n = 230,000); JMJD2E catalytic domain, FDH-coupled NADH fluorescence (FDH is formaldehyde dehydrogenase); Potency, µM (series often up to 57.1 µM), inactives show at the top dose activity change, negative = inhibition, usual class: inhibitors; AID 2147; B2RXH2; active = well fitted inhibition curve with a large enough effect, not every such curve was filed as active; inconclusive = small, poorly fitted or top-dose-only effect, or another doubt; inactive = no such curve, though single readings can be large or run the other way;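 note: 0% = wells with enzyme and -100% = buffer wells without enzyme; nearly all actives have a fitted effect of over 50% in size; many of its hits are not listed in these tables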
NPSR antagonist – blocks cAMP signaling of the human neuropeptide S receptor. Q6W5P4. CHO-NPSR cells, cAMP TR-FRET, antagonist mode. actives 1% (n = 220,000). Potency, µM (highest dose often 38.3 µM), for the others: at the top dose activity change, negative = inhibition, actives largely listed as inhibitors. AID 1461; note: % is set by controls: 0 for no effect and ±100 for the full control effect; nearly all actives have a fitted effect of over 50% in size; many of its hits are not listed in these tables
GoLoco inh red – blocks human Gai1 binding to RGS12 GoLoco peptide, red readout; P63096; Gai1:RGS12 GoLoco peptide FP, rhodamine, 10 min; Potency, µM (highest dose often 61.6 µM), for the others: at the highest dose activity, negative = inhibition, most hits filed as inhibitors; actives 0.44% (n = 230,000); AID 880; active = well fitted inhibition curve with a large enough effect, not every such curve was filed as active; inactive = no such curve, though single readings can be large or run the other way; note: % is set by controls: 0 for no effect and ±100 for the full control effect; nearly all actives have a fitted effect of over 30% in size; many of its hits are not listed in these tables
Target sequence (P63096 whole entry, looked up): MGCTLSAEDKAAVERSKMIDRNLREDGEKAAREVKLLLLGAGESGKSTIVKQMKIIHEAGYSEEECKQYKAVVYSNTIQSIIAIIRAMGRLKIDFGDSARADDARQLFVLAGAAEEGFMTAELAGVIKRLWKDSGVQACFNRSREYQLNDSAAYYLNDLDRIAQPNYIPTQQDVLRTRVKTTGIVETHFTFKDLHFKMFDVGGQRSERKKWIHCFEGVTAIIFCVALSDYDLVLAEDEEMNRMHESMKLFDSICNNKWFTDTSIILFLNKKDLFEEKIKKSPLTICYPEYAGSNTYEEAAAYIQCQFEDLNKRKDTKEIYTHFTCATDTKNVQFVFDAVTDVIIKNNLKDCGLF
* hit, by the source's call; i = inactive; ? = inconclusive; · = not tested or not shown; & = joins results of further samples; [ ] = remark or other dose. Unless noted, calls come from the whole dose curve; as a rule, active = well fitted curve in the direction sought with a large enough effect; inconclusive = small, poorly fitted or top-dose-only effect, or another doubt; inactive = no such curve, though single readings can be large; an effect the other way counts as inactive or inconclusive. Potency is the fitted concentration of half-maximal effect. A portion of the library; the hit share may differ from the screen's.

compound	IMPase Li inh	SMN2 splice enh	Epigenetic reg	Luc counter	RECQ1 helicase	KDM4E inh	NPSR antagonist	GoLoco inh red
Cc1ccn(CC(=O)N/N=C/c2cc([N+](=O)[O-])ccc2O)n1	-2%	-1%	0.0%	3%	3%	13µM*	10%	4%
Cc1ccc(CN2CCN(/N=C/c3ccc(N(C)C)cc3)CC2)cc1	·	·	-1.1%	·	-1%	-5%	24%	1%
CC(C)(C)C1CCC(=NNc2ncc(C(F)(F)F)cc2Cl)CC1 (stereo unspecified)	8%[38.3 µM]	2%	-1.5%	17%	-3%	-11%	-1%[46.1 µM]	10%
Cn1c(NC(=S)Nc2ccccc2)nc2ccccc21	-3%	8.9µM*	0.0%	-5%	-5%	14%	3%[46.1 µM]	6%
CC(C)(C)CC(C)(C)c1ccc(O)c(C[N+](C)(C)[O-])c1	-5%	1%[9.22 µM]	·	-4%[7.66 µM]	·	·	·	3%[14.2 µM]
COc1ccc(NC(=O)CSc2nnc(NC(=O)c3ccc(S(=O)(=O)N4CCOCC4)cc3)s2)cc1	-6%	?	0.0%	0%	-8%	-7%	6%	2%
CC(=O)Nc1ccccc1-c1nc2ccc(C(=O)N3CCN(c4ccccc4)CC3)cc2[nH]c1=O	14%	-3%	0.0%	5%	0%	3%	-8%	4%
Cc1nc(N2CCN(S(=O)(=O)c3ccccc3C#N)CC2)c2c(-c3cccs3)csc2n1	12%	-63%[inhibitor]	-0.3%	2%	-8%	-19%	-58%	26%
Cc1cc(C(=O)Cn2nc(C(=O)O)c3ccccc3c2=O)c(C)n1-c1ccc(OC(F)F)cc1	18%	-52%[inhibitor]	-1.3%	-1%	i	-5%	-9%	9%
CC(C)(C)NC(=O)C(c1ccncc1)N(C(=O)CNC(=O)c1ccco1)c1ccc2c(c1)OCO2 (stereo unspecified)	-2%[38.3 µM]	-11%	-0.4%	0%	-4%	-19%	1%[46.1 µM]	-7%
O=C(COC(=O)c1ccc2c(c1)C(=O)N(Cc1ccncc1)C2=O)Nc1ccccc1[N+](=O)[O-]	-1%	-2%	-1.3%	-4%	?	3%	-1%	-1%
Cc1ccccc1OCC(=O)Nc1ccc(C(N)=O)cc1	7%[38.3 µM]	0%	0.0%	-2%	9%	4%	-4%[46.1 µM]	5%
CCCc1cc(=O)n2[nH]c(NCc3ccc(Cl)cc3Cl)nc2n1	-6%[38.3 µM]	-23%	0.9%	-1%	-2%	2%	-2%[46.1 µM]	-4%
Cc1cc2nc3n(c2cc1C)CC1CC(C(=O)NCC2CC2)N(C)C31 (stereo unspecified)	·	·	1.9%	·	-12%	-2%	11%	7%
CC(=O)Nc1cc(-c2ccc(Cl)cc2)[nH]n1	-3%	22µM*	0.1%	-7%	-13%	-3%	-17%	22%
CCCC1CCC(C(=O)Nn2cnc3ccccc3c2=O)CC1 (stereo unspecified)	15%[38.3 µM]	-6%	-1.6%	2%	-11%	4%	-2%[46.1 µM]	-3%
Clc1ccc(-c2csc(N3CCSCC3)n2)cc1	0%	14%	1.0%	3%	-8%	6%	3%	-4%
COc1ccccc1-c1ccc(SCc2ccccc2)nn1	1%	30%	-0.1%	-1%	-14%	2%	-28%	-3%
CCC(C)NC(=O)COc1ccccc1[N+](=O)[O-] (stereo unspecified)	-4%	-14%	0.0%	-1%	-3%	9%	13%	-2%
Cc1cccc(N2CCN(C(=O)CCN3C(=O)C4C5C=CC(C5)C4C3=O)CC2C)c1 (stereo unspecified)	-2%	·	-0.4%	·	-5%	-2%	20%	5%
Cc1c(NS(=O)(=O)c2ccccc2)c(=O)n(-c2ccccc2)n1C	16%[38.3 µM]	13%	1.9%	-2%	i	1%	9%[46.1 µM]	2%
CN(C)c1nc(N(C)C)n(Cc2c(Cl)cccc2Cl)n1	7%	-2%	-0.3%	1%	-9%	-4%	-5%	4%
Cc1cccc2nc(=S)n(C(=O)c3ccco3)n12	29%[38.3 µM]	50%	0.9%	3.2µM*	-4%	5%	-7%[46.1 µM]	-1%
COc1ccc(CC(=O)Nc2ccccc2NC(=O)c2ccco2)cc1OC	-1%	11%	3.5%	-1%	1%	-13%	7%	10%
CCNCc1cc(OCC)c(OCC(=O)NCCc2ccccc2)cc1Cl	7%[38.3 µM]	-18%	1.1%	-2%	-10%	1%	0%[46.1 µM]	5%
NC(=O)C1CCN(C(=O)CC2(CC(=O)O)CCCCC2)CC1	-5%	-12%	0.1%	7%	-7%	-9%	8%	-4%
CSc1ccc(NC(=O)CC(C)=O)cc1	-8%[38.3 µM]	1%	-2.9%	-3%	-1%	4%	-7%[46.1 µM]	8%
O=C(CSc1cccc[n+]1[O-])NN(c1ccccc1)c1ccccc1	·	·	1.1%	·	-4%	5%	-1%[7.67 µM]	-6%
Cc1ccc(C)c(CN2C(=O)C(C)Oc3ccc(C)cc32)c1 (stereo unspecified)	11%[38.3 µM]	-11%	0.0%	-1%	-3%	-4%	?	-4%
Cc1ccccc1NC(=O)C1CC(=O)N(c2ccccc2F)C1 (stereo unspecified)	5%	-14%	0.0%	-1%	0%	0%	1%[46.1 µM]	6%

Entries from the list above that contain an aryl methoxy group, in the order listed:
compound	IMPase Li inh	SMN2 splice enh	Epigenetic reg	Luc counter	RECQ1 helicase	KDM4E inh	NPSR antagonist	GoLoco inh red
COc1ccc(NC(=O)CSc2nnc(NC(=O)c3ccc(S(=O)(=O)N4CCOCC4)cc3)s2)cc1	-6%	?	0.0%	0%	-8%	-7%	6%	2%
COc1ccccc1-c1ccc(SCc2ccccc2)nn1	1%	30%	-0.1%	-1%	-14%	2%	-28%	-3%
COc1ccc(CC(=O)Nc2ccccc2NC(=O)c2ccco2)cc1OC	-1%	11%	3.5%	-1%	1%	-13%	7%	10%

(more compounds)
Order of results: IMPase Li inh | SMN2 splice enh | Epigenetic reg | Luc counter | RECQ1 helicase | KDM4E inh | NPSR antagonist | GoLoco inh red
COC(=O)C1CCN(C(=O)COc2ccc(Cl)cc2)CC1
    16%[38.3 µM] | ? | 1.2% | -1% | 4% | -2% | -11%[46.1 µM] | -4%
CC(=O)c1cc2ccc(O)cc2oc1=O
    · | · | 0.3% | · | -12% | ? | 16% | 2%
CCOC(=O)CC(NC(=O)Cn1nnc(-c2ccccc2F)n1)c1ccccc1Cl (stereo unspecified)
    12% | -2%&0% | -1.6%&-2.7% | 1% | 5% | 1% | -24% | 15%
CCN1CCN(c2cc(C)c3cc(NC(=O)c4cnccn4)ccc3n2)CC1
    22%[38.3 µM] | 7% | 1.7% | -5% | -12% | -4% | -3%[46.1 µM] | 11%
CC(C)(C)c1ccc(C(=O)c2c[nH]c(C(=O)NCc3cccnc3)c2)cc1
    9% | -6% | -0.9% | 8% | -1% | 4% | -19%[46.1 µM] | 6%
N#CC1=C(N)OC2=C(CCc3ccccc32)C1c1ccccc1 (stereo unspecified)
    10% | -25% | 1.5% | 1% | -8% | ? | -31% | 4%
Brc1ccc(CSc2ncnc3nc[nH]c23)cc1
    6% | 8% | 0.0% | 0% | -8% | 0% | -17% | -11%
CC(=O)Nc1cccc(NC(C)=O)n1
    -2% | 7% | -0.1%&0.0% | 2% | -11% | -10%&-3% | -16%&13% | 5%&-1%
Cc1ccc(S(=O)(=O)NCCC2(C(C)C)CCOC(C)(C)C2)cc1 (stereo unspecified)
    30%[38.3 µM] | 9% | -0.1% | 19% | i | 2% | -17%[46.1 µM] | 5%
N=C1/C(=C/c2ccc(-c3cccc(C(=O)O)c3)o2)C(=O)N=C2SC=C(c3ccccc3)N12
    -3% | 17% | 0.9% | -1% | ? | ? | -33% | 29%
COc1ccc(NC(=O)C(=O)NCCC2=CCCCC2)c(OC)c1
    -6% | 8% | 1.0% | -1% | -1% | 10% | 5% | 12%
CC(C)(C)c1cc(C(=O)NCc2cc(F)cc3c2OCOC3)n(Cc2ccccc2)n1
    · | · | 1.1% | · | -12% | -19% | ? | -2%
CC(O)CNC12CC3CC(CC(C3)C1)C2 (stereo unspecified)
    ? | 5% | 9.0% | -6% | i | 6% | 16% | 3%
Cc1cc(NC(=O)c2coc(=O)c(Br)c2)ccc1C(C)C
    · | · | ? | · | -8% | ? | ? | 8%
CCOC(=O)N1CCC(n2c(=S)[nH]c3ccccc3c2=O)CC1
    3%[38.3 µM] | -45%[inhibitor] | -1.0% | -4% | -4% | -5% | -8%[46.1 µM] | -7%
Cc1ccc(Cn2c(C(=O)NCCCN3CCOCC3)cc3sccc32)cc1
    25%[38.3 µM] | -2% | 2.4% | -2% | 0% | -6% | -5%[46.1 µM] | 2%
COC(=O)c1nnn(CC(=O)Nc2cccc(Cl)c2)c1C(=O)OC
    0%[38.3 µM] | -13% | -1.0% | 0% | -2% | 4% | -5%[46.1 µM] | 4%
Cc1cccc(-n2c(O)c(C=Nc3cccc(O)c3)c3ccccc3c2=O)n1
    · | · | 0.0% | · | -12% | -6% | -5% | 5%
Cc1cc(C)n(S(=O)(=O)c2cccc(Cl)c2Cl)n1
    6%[38.3 µM] | -10% | 1.5% | 0% | -8% | 6% | -10%[46.1 µM] | 2%
Cc1ccc(-c2nnn(CCOc3cccc(Br)c3)n2)cc1
    3% | 5% | 0.0% | -1% | -4% | 2% | -3% | 3%
CCOC(=O)C(C)Oc1cccc2c(=O)n(CC(=O)NCc3ccc(F)cc3)ccc12 (stereo unspecified)
    · | · | 3.1% | · | -8% | ? | 3% | 7%
